# EBV gp42 block = blocks Epstein-Barr virus glycoprotein 42 binding; Q1HVG2; inhibition, % (tested at 21.74 µM); Fluorescence polarization binding assay, mP read-out; 220,000 tested, 0.42% active; in the data active = inhibition above about 50%
# 14-3-3 Bad inh = disrupts binding of bovine 14-3-3 zeta to phospho-Bad peptide | 220,000 tested, 0.71% active | AID 781 | inhibition, % at 21.7 µM | TR-FRET 14-3-3zeta/Dy647-pBad peptide displacement, 1 h | P63103;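 active = inhibition above about 70%, limit read from the data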;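 also: 0% = full 14-3-3 plus peptide FRET controls and 100% = background without 14-3-3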
# p47phox inh = blocks human p47phox regulatory protein of NADPH oxidases; AID 1274; 220,000 tested, 0.53% active; p47phox/p22phox peptide binding, fluorescence polarization, 2 h; inhibition, % at 24.7 µM;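 also: 0% = p47phox with labelled peptide and 100% = labelled peptide alone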
# Furin inh = blocks human furin protease activity; P09958; purified furin, fluorogenic substrate cleavage; inhibition, % at 30 µM; 220,000 tested, 0.061% active; AID 463115; in the data active = inhibition above about 25%; also: inactives centre near -15
# Cl transport mod = KCC2 (human) Cl- transport modulation; KCC2 cells, thallium flux FluoZin-2 fluorescence; B-score of Tl+ flux slope (higher = more flux/activation; lower = inhibition) at 10 µM; 190,000 tested, 2.2% active;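 active = thallium flux slope and its plate-corrected score both differing from the plate sample mean at a set confidence after two filtering rounds, in either direction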;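 also: slope of fluorescence scaled to starting intensity during 10 to 20 s after thallium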
# eIF4E-4G inh = blocks eIF4E binding to eIF4G. P63073+Q04637. TR-FRET eIF4E-eIF4GI(517-606) binding, 2 h. inhibition, % at 21.7 µM. 220,000 tested, 0.37% active. AID 782;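 also: 0% = full FRET control wells and 100% = background wells lacking eIF4GI fragment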
# Target sequence (P63073 whole entry, looked up, the tested form may be a part): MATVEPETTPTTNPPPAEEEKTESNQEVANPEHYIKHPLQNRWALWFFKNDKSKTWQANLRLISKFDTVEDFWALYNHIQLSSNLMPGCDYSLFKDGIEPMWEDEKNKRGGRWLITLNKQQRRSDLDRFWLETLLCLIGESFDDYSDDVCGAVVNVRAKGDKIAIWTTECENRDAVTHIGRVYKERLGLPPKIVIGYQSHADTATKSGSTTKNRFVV
# Target sequence (Q04637 whole entry, looked up, the tested form may be a part): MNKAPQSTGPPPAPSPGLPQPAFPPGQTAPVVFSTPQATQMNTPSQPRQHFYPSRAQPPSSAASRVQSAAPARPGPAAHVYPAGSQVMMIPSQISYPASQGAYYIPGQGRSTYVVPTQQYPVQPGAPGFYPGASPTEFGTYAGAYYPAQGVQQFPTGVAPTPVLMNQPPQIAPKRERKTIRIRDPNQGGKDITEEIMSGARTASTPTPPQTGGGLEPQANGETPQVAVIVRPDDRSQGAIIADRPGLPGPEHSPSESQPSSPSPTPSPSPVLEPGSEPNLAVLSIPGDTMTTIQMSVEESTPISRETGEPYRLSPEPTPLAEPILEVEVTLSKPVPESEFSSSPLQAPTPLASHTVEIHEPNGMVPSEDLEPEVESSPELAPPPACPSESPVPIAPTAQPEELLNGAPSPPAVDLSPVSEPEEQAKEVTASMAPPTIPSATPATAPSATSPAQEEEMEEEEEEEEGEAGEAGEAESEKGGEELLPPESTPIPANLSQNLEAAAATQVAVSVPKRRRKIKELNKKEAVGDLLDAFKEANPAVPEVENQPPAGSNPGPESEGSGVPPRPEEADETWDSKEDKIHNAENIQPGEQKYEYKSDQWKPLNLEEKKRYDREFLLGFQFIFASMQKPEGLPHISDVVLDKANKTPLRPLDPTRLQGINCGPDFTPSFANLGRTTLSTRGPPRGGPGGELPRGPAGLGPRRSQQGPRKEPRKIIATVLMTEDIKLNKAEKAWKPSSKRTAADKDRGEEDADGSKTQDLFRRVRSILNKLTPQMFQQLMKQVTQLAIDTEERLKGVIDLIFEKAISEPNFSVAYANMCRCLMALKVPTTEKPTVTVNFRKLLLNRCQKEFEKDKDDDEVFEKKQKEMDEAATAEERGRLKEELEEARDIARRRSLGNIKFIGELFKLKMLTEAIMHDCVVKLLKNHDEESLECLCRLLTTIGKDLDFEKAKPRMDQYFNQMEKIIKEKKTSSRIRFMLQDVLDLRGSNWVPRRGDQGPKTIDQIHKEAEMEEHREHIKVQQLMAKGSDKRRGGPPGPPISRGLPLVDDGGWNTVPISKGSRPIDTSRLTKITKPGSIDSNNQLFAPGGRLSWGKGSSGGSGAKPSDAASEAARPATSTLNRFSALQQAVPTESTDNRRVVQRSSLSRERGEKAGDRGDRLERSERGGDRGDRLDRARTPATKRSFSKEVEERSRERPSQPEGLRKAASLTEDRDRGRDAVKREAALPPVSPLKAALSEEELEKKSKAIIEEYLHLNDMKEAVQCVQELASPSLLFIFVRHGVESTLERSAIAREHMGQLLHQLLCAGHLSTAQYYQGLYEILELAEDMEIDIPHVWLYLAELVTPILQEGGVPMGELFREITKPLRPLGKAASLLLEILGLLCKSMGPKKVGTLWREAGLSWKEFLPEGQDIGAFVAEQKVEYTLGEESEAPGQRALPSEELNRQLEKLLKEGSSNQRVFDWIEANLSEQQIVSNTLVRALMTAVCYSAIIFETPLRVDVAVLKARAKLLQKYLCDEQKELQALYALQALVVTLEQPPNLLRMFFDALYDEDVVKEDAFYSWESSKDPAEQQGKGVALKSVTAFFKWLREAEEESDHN
# KLK5 inh = inhibitors of human kallikrein 5. recombinant hK5, fluorogenic AMC substrate cleavage. AID 873. inhibition, % at 5 µM. 210,000 tested, 0.59% active;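 active = inhibition of 40% or more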;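 also: 0% = enzyme controls without compound and 100% = no-enzyme blanks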
# thrombin 1536 = thrombin (human) inhibition. inhibition, % at 5 µM. alpha-thrombin, Boc-VPR-AMC fluorogenic substrate cleavage. 220,000 tested, 0.26% active. P00734;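 active = inhibition at or above 40%; inactive = inhibition below 40%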;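 also: 0% = enzyme with no compound and 100% = wells without enzyme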
#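 System – human alpha-thrombin protein · Reagent – Boc-VPR-AMC substrate, 15 µM final · Compound – 5 µM single dose in 0.2% DMSO · Schedule – reaction at room temperature · Technique – AMC fluorescence at 355 nm excitation and 460 nm emission · Read-out basis – % inhibition relative to enzyme controls and enzyme-free blanks · Control set – no-compound enzyme wells and no-enzyme blanks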
# Rad51 HR inh = Rad51 (human) homologous recombination inhibition; Q06609; hRad51 DNA strand exchange, fluorescence dequenching; inhibition, % at 10 µM; 200,000 tested, 0.085% active;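 active = inhibition above 40% at the single screening dose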;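 also: 0% = DMSO control wells and 100% = blanks with heterologous ssDNA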
#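 material = hRad51 filaments on single-stranded DNA | reagent = Donor/quencher-labelled 47-bp dsDNA substrate | compound = 10 µM final, single point | schedule = strand-exchange reaction 15 min at room temperature | measured by = fluorescein emission 520 nm, excitation 485 nm | read-out basis = % inhibition versus plate control and blank means | benchmarks = plate controls and plate blanks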
# An asterisk follows results filed as active; i = inactive; x = no result given; [ ] = dose if it differs, or a comment.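 The calls were made as follows, unless noted: active = inhibition above about 30% (limit read from the data); inactive = the rest.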
SMILES	thrombin 1536	Rad51 HR inh	p47phox inh	Cl transport mod	Furin inh	eIF4E-4G inh	KLK5 inh	14-3-3 Bad inh	EBV gp42 block
CCN(CC)S(=O)(=O)c1ccc(Oc2ccc(S(=O)(=O)N(CC)CC)cc2)cc1	-2.2	-1.8	1.8	x	-13.2[20 µM]	-0.2	-1.7	-0.5[fluorescence artefact?]	3.9
CCOC(=O)c1ccc(NC(=O)C2CCCN(S(=O)(=O)c3cnc[nH]3)C2)cc1 (stereo not drawn)	-2.7	5.7	-14.2	-1.25	-14.8	1.9[fluorescence artefact?]	21.9	5.8	-2.4
COc1cc(/C=N\NC(=O)c2cccc(Cl)c2)ccc1Oc1ccc([N+](=O)[O-])cn1	-1.5	2.6	-25.9	-0.479	-17.3	-0.4	1.9	2.1	-16.9
Cc1ccc2nc(SCC(=O)NCc3ccco3)c(C)cc2c1	-4.4	-5.3	-3.8	-0.511	-19.4	1.4	2.3	-4.2	-5.9
C/C(=N\Nc1nc(N2CCOCC2)nc(N2CCOCC2)n1)c1ccc([N+](=O)[O-])cc1	5.0	21.5	-12.4	-0.471	-18.7	-3.0	-2.2	-12.5	4.0
COc1ccccc1N1CCN(C(=O)c2cc3c(=O)n(C)c4ccccc4c3n2C)CC1	-1.7	1.9	1.0	-1.89	-1.8	2.5	-4.9	0.7	-26.4
COc1cccc(C(=O)N2c3ccccc3Sc3ccccc32)c1	-4.9	5.2	-25.7	0.119	-15.7	-1.5	-4.8	0.3	9.9
CC(C)(C)NC(=O)Nc1ccc2nccnc2c1	-5.5	x	-11.3	-0.878	-18.3	2.5	-0.5	-14.1	-1.2
Cc1onc(-c2ccc(Cl)cc2Cl)c1-c1csc(N/N=C/c2ccccc2)n1	1.4	-8.8	-8.6	1.15	-6.2	0.0	-6.7	-4.9	-1.1
CC(C)CCn1c(SCC(=O)N2CC(=O)Nc3ccccc32)nc2scc(-c3cccs3)c2c1=O	-2.8	-10.7	-23.3	0.0632	-11.4[20 µM]	-7.9	-1.0	-5.4[fluorescence artefact?]	-23.2
CN(C)/C=N/c1ncnc2c1cnn2-c1ccc(C(F)(F)F)cn1	-2.8	8.1	-13.6	0.42	-1.6[20 µM]	-2.4	-21.6	15.8	-9.9
Nc1nnc(SCCN2C(=O)c3ccccc3S2(=O)=O)s1	-0.8	x	-4.9	-0.572	-8.2[20 µM]	-2.3[fluorescence artefact?]	-18.1	5.1[fluorescence artefact?]	-24.2

SMILES	thrombin 1536	Rad51 HR inh	p47phox inh	Cl transport mod	Furin inh	eIF4E-4G inh	KLK5 inh	14-3-3 Bad inh	EBV gp42 block
CCCCCCCCCCCCCCCC[n+]1ccc(/C=N/O)cc1	-4.5	9.0	97.0*	i	-14.6	70.0*[fluorescence artefact?]	-2.3	99.2*[fluorescence artefact?]	-3.5
CCC(C)NS(=O)(=O)c1ccc(N)cc1 (stereo not drawn)	-6.2	-3.9	10.7	-1.96	-26.8	-0.9	-2.1	4.0	2.4
O=C(CSc1nnc(-c2cccs2)o1)c1cccs1	-4.6	-2.7	-11.9	-1.19	-2.7	-1.9	-10.8	-1.4	-7.3
COc1cc(OC)c(OC)cc1CNc1cc(C)ccc1OC	-8.6	6.6	-7.9	x	-21.3	11.7	-9.0	2.0	-7.8
CC1(C)CC(C(N)=S)CCO1 (stereo not drawn)	-0.5	0.5	0.6	0.537	-26.9	-3.8	0.7	-24.1	4.7
Cc1cc(NC(=O)c2ccccc2)ncc1NC(=O)c1cccs1	1.1	x	3.5	-2.16	-12.6	-1.3	-5.1	-5.2	7.5
Cc1cc(S(=O)(=O)NC(C)C)ccc1OCC(=O)NCc1ccccc1	-8.6	6.7	-0.6	-1.53	-16.0	-0.4	4.5	0.4	12.4
CC(=O)c1ccc(NC(=S)NCc2cccnc2)cc1	-1.8	4.8	-3.8	0.8	-8.6	1.3	-0.5	-3.8	-3.1
COc1ccc(C(=S)N2CCNCC2)cc1	5.5	-10.2	-3.7	x	-11.2[20 µM]	0.4	5.6	-3.5	-2.9
O=C(O)CSc1nnc(-c2ccccc2Br)n1-c1cccc(C(F)(F)F)c1	-7.0	2.4	-4.5	-0.0211	-12.3	0.2	-4.7	2.0	-10.2
CCCCCC(=O)NN=C1CCN(Cc2ccccc2)CC1	-0.2	-38.4	1.2	x	-20.2	3.2	-10.9	4.0	-18.9
COc1ccccc1C1CC(=O)NC(SCC(=O)Nc2ccccc2)=C1C#N (stereo not drawn)	-1.4	-4.1	-6.4	-0.416	-9.3	-3.3	-18.9	-0.3	10.0

SMILES	thrombin 1536	Rad51 HR inh	p47phox inh	Cl transport mod	Furin inh	eIF4E-4G inh	KLK5 inh	14-3-3 Bad inh	EBV gp42 block
COc1cc2c(cc1O)CCN(C(=O)c1ccco1)C2C (stereo not drawn)	2.8	-4.8	-5.2	1.93	-9.8[20 µM]	-0.1	-7.7	-6.5	-2.7
CC(=O)Nc1ccc2c(c1)nc1n2CCN(C2CCCCC2)C1	-2.1	-0.3	-13.9	0.0601	-26.6	0.4	-1.6	-4.0	19.2
Cc1occc1C(=O)NC(C)C1CCCO1 (stereo not drawn)	-3.6	-1.8	-2.6	0.497	-12.0[20 µM]	-3.1	22.7	-5.3	4.7
CCCn1cc([C@@H]2C[C@H]3CN(Cc4cccc(Cl)c4)C(=O)[C@]34CCCN24)c(C)n1	-6.3	-2.4	-0.8	-0.131	-22.8	-8.0	-3.1	0.9	2.8
O=C1c2ccccc2C(=O)C12OC2c1ccc(Cl)cc1Cl (stereo not drawn)	-0.6	3.6	-7.2	1.62	-13.6	-1.1[fluorescence artefact?]	-1.7	-2.3[fluorescence artefact?]	-15.7
CCc1ccccc1NC(=S)N(CCN(C)C)C(C)c1ccco1 (stereo not drawn)	0.9	-7.0	-2.8	0.0267	-21.2	-1.2	-7.8	10.2	-3.6
COC(=O)CSc1[nH]c(=O)cc(C)c1C#N	-4.5	1.9	-10.6	0.00852	-15.7[20 µM]	2.8[fluorescence artefact?]	0.0	4.4[fluorescence artefact?]	-21.9
Cc1cccc(N2CCN(C(=O)Cn3sc4nc(C)cc(C)c4c3=O)CC2C)c1 (stereo not drawn)	-1.2	-11.1	-5.0	x	-22.3	9.8	-11.4	-6.9	-12.9
Cc1nnc(SCc2ccc3c(c2)OCO3)s1	5.7	0.5	-8.0	-0.00413	-16.7[20 µM]	-13.3	-2.9	-9.0	-5.5
CCOc1ccc2c(c1)n(CO)c(=S)n2CO	-7.7	-1.0	-5.5	-0.663	-1.3[20 µM]	-4.2[fluorescence artefact?]	0.7	-4.8[fluorescence artefact?]	-16.8
CNC(=O)C1=C(C)n2c(nc3ccccc32)NC1c1ccc(OC)cc1 (stereo not drawn)	17.2	x	-3.2	0.255	-17.4	2.8[fluorescence artefact?]	23.4	-3.5	-8.4
CN(C)S(=O)(=O)NC(c1ccccc1)c1ccccc1	-6.8	0.1	-2.9	-0.517	-16.7[20 µM]	-1.8	-9.8	5.7	-11.2

SMILES	thrombin 1536	Rad51 HR inh	p47phox inh	Cl transport mod	Furin inh	eIF4E-4G inh	KLK5 inh	14-3-3 Bad inh	EBV gp42 block
O=C(CCC1CCCN(C(=O)Cc2ccc(F)cc2)C1)N1CCN(c2ccccn2)CC1 (stereo not drawn)	-2.1	x	-4.6	-1.56	-13.4	-2.8	x	-0.6	-5.5
O=C(Nc1ccc(S(=O)(=O)N2CCCC2)cc1)C1CCCN1C(=O)c1cccs1 (stereo not drawn)	-11.9	-59.9	-2.0	0.588	-27.9	1.7	4.3	-7.2	-11.3
Nc1nc(NCc2ccccc2)nc(NCc2ccccc2)c1[N+](=O)[O-]	-8.2	3.6	9.1	0.259	-6.6	-1.2[fluorescence artefact?]	-7.1	-3.8	-1.9
COc1ccc(CC(=O)Nc2ccc3c(c2)CCC3)cc1	-7.8	-2.8	0.2	1.01	-8.8	1.5	10.3	1.8[fluorescence artefact?]	-25.4
O=C(CSCc1ccc(Cl)cc1)Nc1ccc(S(=O)(=O)N2CCOCC2)cc1	-4.9	0.2	2.1	-0.0254	-13.0	-2.5	-21.7	-20.6	-2.5
S=C(NCc1cccnc1)Nc1cccc(Cl)c1	-9.8	10.5	-1.3	x	-24.1	-5.7	-21.3	-14.8	2.6
Cc1noc(C)c1COC(=O)c1cc2ccccc2cc1O	1.7	-0.5	-9.1	-0.0412	-4.4[20 µM]	-0.1	-12.6	-4.3	-1.0
O=C1CCC(=O)N1c1ccc(NC2CCN(Cc3ccccc3)CC2)c([N+](=O)[O-])c1	-9.3	3.0	-5.7	-5.91*	-12.4	1.6	2.2	7.0	-8.6
COc1cc(-n2nnnc2SC)c(OC)cc1Cl	0.5	20.3	2.2	-0.387	-15.9	-1.0	-6.6	-5.9	0.2
O=C(CNC(=O)c1ccc(-c2ccccc2)cc1)OCc1ccc(Br)cc1	-1.2	x	1.4	-1.07	-8.8	-6.8	-1.8	8.0	-9.4
CCOC(=O)CSc1nc2cc(OCC)ccc2cc1C#N	-2.9	-7.0	-75.5	-0.247	-19.8	-25.5[fluorescence artefact?]	-18.3	-16.9[fluorescence artefact?]	-41.6
CN1CCN(C(=O)Nc2cccc(-c3ccccc3)c2)CC1	0.0	-3.2	-7.6	0.338	-23.7	5.8	1.9	-0.6	-9.2

SMILES	thrombin 1536	Rad51 HR inh	p47phox inh	Cl transport mod	Furin inh	eIF4E-4G inh	KLK5 inh	14-3-3 Bad inh	EBV gp42 block
CCN(CC)CCNC(=O)c1ccc(NC(=O)c2cccc(S(=O)(=O)Nc3ccc(C)cc3)c2)cc1	14.6	-5.1	-21.3	-1.18	-20.8	5.3	19.8	2.9	-3.5
Cc1nc(Nc2c(Cl)cccc2Cl)sc1C(=O)Nc1ccccc1	-2.3	2.8	-21.3	-0.427	-25.4	-4.8	-7.8	17.5	-13.0
CC(NC(=O)Cn1nc(C(=O)O)c2ccccc2c1=O)C12CC3CC(CC(C3)C1)C2 (stereo not drawn)	16.6	5.6	-6.6	-1.3	8.5	2.8	32.9	-3.7	0.6
Cc1sc2nc(CN3CCOCC3)nc(N3CCOCC3)c2c1C	-2.6	-12.3	-6.2	1.73	-12.5[20 µM]	-8.4	-0.6	73.7*	6.8
O=C(CSc1nnc(-c2ccc(S(=O)(=O)N3CCCC3)cc2)o1)NCc1ccccc1	-4.4	-11.7	-19.0	0.512	-12.6[20 µM]	5.2	-11.4	-7.5	-12.3
Cc1ccc(OCCSc2ncccn2)c(C)c1	-1.7	-6.8	-1.1	0.595	-24.1	3.0	-24.3	8.5	-13.3
CC(C)Cn1cnc2c(=O)oc3ccccc3c21	-2.6	-6.3	-0.6	-0.191	-26.9[20 µM]	-3.0	-18.6	3.1	-20.4

# Reformatted with each value named: entries from further up
Structure: Cc1ccc(OCCSc2ncccn2)c(C)c1
  thrombin 1536: -1.7 | Rad51 HR inh: -6.8 | p47phox inh: -1.1 | Cl transport mod: 0.595 | Furin inh: -24.1 | eIF4E-4G inh: 3.0 | KLK5 inh: -24.3 | 14-3-3 Bad inh: 8.5 | EBV gp42 block: -13.3

Structure: CC(C)Cn1cnc2c(=O)oc3ccccc3c21
  thrombin 1536: -2.6 | Rad51 HR inh: -6.3 | p47phox inh: -0.6 | Cl transport mod: -0.191 | Furin inh: -26.9[20 µM] | eIF4E-4G inh: -3.0 | KLK5 inh: -18.6 | 14-3-3 Bad inh: 3.1 | EBV gp42 block: -20.4

# Screens (PubChem)

# No enrichment for hits, and some 4.7% of all compounds hit somewhere here.
